D1 potentiator = human D1 dopamine receptor positive modulation. HEK293 TREx D1 cells, calcium flux, dopamine EC20 potentiation. AID 504651. potentiation, % at 10 µM. 360,000 tested, 0.036% active; in the data active = potentiation above about 30%; also: 0% is about no effect
Target sequence (P21728 whole entry, looked up): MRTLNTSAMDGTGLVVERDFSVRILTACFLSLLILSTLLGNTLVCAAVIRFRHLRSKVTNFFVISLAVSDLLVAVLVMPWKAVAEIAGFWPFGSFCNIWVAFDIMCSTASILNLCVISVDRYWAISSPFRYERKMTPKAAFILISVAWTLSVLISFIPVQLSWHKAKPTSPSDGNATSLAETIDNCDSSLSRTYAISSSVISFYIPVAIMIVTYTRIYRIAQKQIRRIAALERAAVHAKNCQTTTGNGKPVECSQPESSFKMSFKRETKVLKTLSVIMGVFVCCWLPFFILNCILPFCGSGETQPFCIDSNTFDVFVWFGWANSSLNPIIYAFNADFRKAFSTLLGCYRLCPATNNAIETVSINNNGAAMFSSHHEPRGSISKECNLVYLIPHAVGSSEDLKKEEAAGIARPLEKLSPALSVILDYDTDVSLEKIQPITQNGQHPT
LDHA inh = LDHA (human) enzyme inhibition; P00338; purified LDHA, NADH/diaphorase-resazurin fluorescence; active compounds read low; activity change, % (values are at about 110 or 230 µM); 480,000 tested, 0.15% active; AID 1347041; in the data active = activity change below about -30%; inconclusive = mostly about -25% to -30%;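 also: plate controls were DMSO wells for no effect and wells without enzyme for full effect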
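Enzyme activity of human lactate dehydrogenase 5 (2 nM; 0.06 mM NADH, 0.2 mM pyruvate, 5 min, RT) is measured via a resazurin/diaphorase fluorescence readout of residual NADH.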
RXFP1 ag = agonists of human relaxin receptor RXFP1. 370,000 tested, 0.3% active. Potency, µM (doses to about 57.5 µM), without a hit: at the top dose activation, usual class: activators. AID 2676. HEK293T-RXFP1 cAMP TR-FRET, 30 min; response scale: percent of porcine relaxin response, buffer zero; also: potency is read from the fitted curve at half-maximal effect; % is scaled to controls: 0 for no effect and ±100 for the full control effect; nearly all actives have a fitted effect of over 60% in size; many of its hits are not listed in these tables
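Agonist response is measured as cAMP accumulation in an RXFP1-transfected HEK293T line under PDE4 inhibition. Values are scaled between buffer-only and 29 nM porcine relaxin, and EC50s come from standard Hill equation fits.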
Vif-APOBEC3F blk = Vif-A3F binding inhibition; 390,000 tested, 0.2% active; HeLa A3F-eYFP + Vif (tagged APOBEC3F with the HIV-1 protein that degrades it), YFP fluorescence increase; Potency, µM (doses to about 46.1 µM), inactives show at the top dose activity, negative = active; also: potency is read from the fitted curve at half-maximal effect; % of control where 0% means no effect; nearly all actives have a fitted effect of over 65% in size
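Fluorescence increase (Ex 488/Em 500-530) after overnight compound treatment at 37 deg C flags inhibition of Vif-driven A3F-eYFP loss in stable HeLa A3F-eYFP/Vif cells seeded overnight beforehand.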
D2 potentiator = D2 dopamine receptor (human) potentiation; HEK293 T-REx D2, calcium flux, EC20 dopamine potentiation; potentiation, % at 10 µM; P14416; 340,000 tested, 0.34% active;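 active = potentiation over 3 SD above the plate norm, cut at about 30% in these data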; also: 0% is about no effect
Target sequence (P14416 whole entry, looked up): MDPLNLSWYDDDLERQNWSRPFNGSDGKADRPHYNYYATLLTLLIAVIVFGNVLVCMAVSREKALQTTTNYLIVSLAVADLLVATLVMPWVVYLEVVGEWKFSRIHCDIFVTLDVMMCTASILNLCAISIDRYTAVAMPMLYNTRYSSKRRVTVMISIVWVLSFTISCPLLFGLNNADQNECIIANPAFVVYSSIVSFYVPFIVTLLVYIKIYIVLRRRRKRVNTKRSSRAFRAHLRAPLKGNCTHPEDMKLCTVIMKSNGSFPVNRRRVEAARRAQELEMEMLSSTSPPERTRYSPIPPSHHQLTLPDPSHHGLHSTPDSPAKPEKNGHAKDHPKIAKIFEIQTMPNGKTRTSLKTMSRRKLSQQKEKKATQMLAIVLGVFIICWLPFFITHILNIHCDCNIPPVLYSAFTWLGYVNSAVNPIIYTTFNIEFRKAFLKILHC
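Calcium flux readout, no-wash dye, 1 read/s. Inducible HEK293 Trex D2 line, overnight 30 C. Compound alone 180 s (agonist flags), then EC20 dopamine, another 180 s to score potentiation.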
GRP78 ERSR act = inducers of ER stress response in human glioma cells; AID 602332; Potency, µM, inactives show at the highest dose activation, hits mostly activators; 420,000 tested, 0.02% active; U87-MG GRP78 promoter luciferase reporter, 16 h; also: potency is read from the fitted curve at half-maximal effect; series mostly up to about 76 µM; % of control where 0% means no effect; nearly all actives have a fitted effect of over 35% in size
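ERSR induction read as luciferase luminescence (Bright-Glo, 10 min at room temperature) in stably transfected human U87-MG glioma cells exposed to compounds for 16 h, using GRP78 as sensor.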
D1 antagonist = blocks dopamine activation of the human D1 receptor. P21728. HEK293 TREx D1 cells, calcium flux, dopamine EC80; active compounds read low. activity change, negative = inhibition, % at 10 µM. 360,000 tested, 3.2% active. AID 504652; in the data active = activity change below about -30%; also: % is scaled to controls: 0 for no effect and ±100 for the full control effect
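Kinetic fluorescence of a calcium dye serves as the read-out. D1-expressing Hek293 Trex cells, induced overnight at 30 C, are exposed to compound for 180 s before an EC80 dopamine addition, then read 180 s further.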
D1 ag = activates the human D1 dopamine receptor; activation, % at 2 µM; AID 504660; 360,000 tested, 1% active; P21728; HEK293 T-REx D1 cells, calcium flux, agonist mode; in the data active = activation above about 30%; also: 0% is about no effect
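Tetracycline-induced HEK293 TREx D1 cells, force-coupled to calcium signalling, were dye-loaded with a no-wash calcium kit. Compound was pin-added after a 10 s baseline. Fluorescence was read kinetically at 1 cycle/s for 180 s, with calcium rises flagged as agonism.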
Vif-A3G inh = Vif-A3G binding inhibition. Potency, µM (highest dose often 46.1 µM), inactives show at the top dose activity, negative = active, hits mostly inhibitors. AID 602310. HeLa A3G-eYFP + Vif (tagged APOBEC3G with the HIV-1 protein that degrades it), YFP fluorescence, overnight. 410,000 tested, 0.076% active;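 also: potency is read from the fitted curve at half-maximal effect; % is scaled to controls: 0 for no effect and ±100 for the full control effect; nearly all actives have a fitted effect of over 60% in size; hits raise eYFP signal because A3G escapes Vif-driven loss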
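HeLa cells stably expressing Vif and C-terminally eYFP-tagged A3G, seeded overnight at 37 deg C, then exposed to compound by pintool overnight at 37 deg C. Rise in yellow fluorescence (Ex 488/Em 500-530, Acumen) marks blocked Vif-driven A3G degradation.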
* = called active by the depositor; ? = inconclusive; . = no result given; & = joins results of further samples. Unless noted, calls follow the shape of the dose curve; as a rule, active = well fitted curve in the direction sought with a large enough effect; inconclusive = small, poorly fitted or top-dose-only effect, or another doubt; inactive = no such curve, though single readings can be large; an effect the other way counts as inactive or inconclusive.

SMILES	D1 potentiator	LDHA inh	RXFP1 ag	Vif-APOBEC3F blk	D2 potentiator	GRP78 ERSR act	D1 antagonist	D1 ag	Vif-A3G inh
COc1ccc(C)cc1-n1nnnc1SCC1CCCO1 (centres undefined)	-2	-4	-0.2%	-25%	9	1%	-1	1	0%
Cc1nc2cc(-c3ccccc3)sc2c(=O)n1N	-3	-7	7.4%	7%	4	-14%	-20	7	-2%
O=C(CCC1CCCN(c2ncccn2)C1)NCc1ccccc1F (centres undefined)	5	-4	1.2%	-4%	10	-4%	-29	0	1%
O=C(O)Cn1nnnc1SCC(=O)Nc1ccc(OC(F)(F)F)cc1	0	-7	-0.6%	-13%	-1	-4%	1	3	1%
COc1ccc(S(=O)(=O)N2CCOCC2)cc1NC(=O)CN1CCN(C)CC1	2	-9	1.6%	4%	6	-1%	-14	-1	2%
COc1cccc2c1C1(O)C2CCCCCCCCCC12OCCCO2 (centres undefined)	.	-3	.	-19%	.	-2%	.	.	2%
COc1ccc(N2CCN(C(=O)CSc3ccc(C)cc3)CC2)cc1	-4	-7	-0.6%	11%	-2	-3%	-15	4	1%
CCOC(=O)NC1=NCC(C)S1 (centres undefined)	-2	-1	1.7%	-7%	6	-1%	7	2	-3%
COc1cc2c(=O)n(CCc3ccccc3)c(=O)n(CC(=O)Nc3ccccc3)c2cc1OC	-1	-2	30%	-28%	.	-2%	-12	11	?
COc1ccc(OC)c(Cc2nnc(CCC(=O)NC3CCCCC3)o2)c1	-5	-4	1.1%	-2%	-3	3%	2	2	3%
CN(C)CCCOc1cccc(Oc2ccccc2)c1	1	-12	-1.2%	-1%	.	0%	23	6	-1%
Cc1ccccc1OC(=O)c1cccnc1	-1	-6	-0.9%	-9%	12	-2%	10	3	1%
Cc1ccc2nc(NC(=O)CN(C)S(=O)(=O)c3ccc(Br)s3)sc2c1	-3	-9	-0.5%	-8%	-2	8%	-12	1	-9%
CCC(Oc1ccccc1)C(=O)NCCOC (centres undefined)	4	-4	0.7%	0%	5	3%	1	1	2%
Cc1ccccc1NS(=O)(=O)c1nnc(NC(=O)C(C)C)s1	-3	-9	2.7%	8%	0	-4%	-11	2	-2%
COc1ccc(NC(=O)Cn2c(=O)n(Cc3ccc(C(=O)NCc4ccccc4Cl)cc3)c(=O)c3ccccc32)cc1OC	-2	2	0.6%	0%	-9	-1%	5	2	-1%
O=C(Cc1ccc(-n2cccc2)cc1)NC1CCCCC1	1	-6	-1.8%	0%	-4	-2%	-14	2	-6%
COc1cc(NC(C)CCCN)c2nc(C)ccc2c1Oc1ccc(F)cc1 (centres undefined)	.	15	.	-5%	.	1%	.	.	-3%
Cc1ccc2nc(SCCC(=O)O)cc(C)c2c1	0	-13	16%	1%	0	-1%	-8	0	-7%
Cc1ccnc(NC2CCCCC2)c1	-8	-5	0.6%	6%	3	3%	-14	3	3%
CCCCN(C(=O)NC(=O)C1=C(N2CCOCC2)/C(=C/c2ccccc2)CC1)S(C)(=O)=O	-6	-3	3.2%	1%	-4	3%	-1	1	-1%
COc1ccccc1CN1CCN(Cc2cc(OC)c(OC)cc2OC)CC1	-3	-17	0.9%	1%	-2	-3%	5	13	-3%
CCCOc1cccc(C(=O)Nc2ccc(CN3CCOCC3)cc2)c1	-8	1	1.9%	1%	-8	3%	-4	5	0%
COCCCN=C1NN=C(c2cc(C)n(-c3ccccc3)c2C)CS1	5	-2	-0.3%	-7%	-11	-1%	-19	1	-5%
C=CCn1c(N)c(C(=O)OCC(C)C)c2nc3ccccc3nc21	2	8	2.5%	0%	13	0%	2	0	-5%
COc1ccc(NC(=O)CCNS(=O)(=O)c2ccccc2F)cc1S(N)(=O)=O	.	-7	-0.1%	4%	-4	-4%	-7	2	8%
CC(C)CCn1nc(C(=O)OCC(=O)NC(C)c2ccccc2)c2ccccc2c1=O (centres undefined)	.	4&2	.	1%	.	-4%	.	.	-3%
CCOC(=O)c1ccc(CC(=O)c2ccc(O)cc2O)o1	-3	-4	-3.7%	4%	5	0%	3	0	-3%
O=C1c2ccccc2C(=O)N1CCCCN(C(=O)c1cccc([N+](=O)[O-])c1)c1ccc(Cl)cc1	3	1	1.4%	1%	-5	-5%	4	1	1%
Cn1cnnc1Sc1cc(N2CCN(S(=O)(=O)c3ccccc3)CC2)ccc1[N+](=O)[O-]	-8	2	4.4%	2%	-1	-5%	6	6	-6%
NC1=NC(=O)/C(=C/c2cn(Cc3ccccc3)c3ccccc23)S1	-13	1	2.3%	-18%	4	4%	7	3	?
CN1CCN(CCCNC(=O)c2ccc3c(c2)N(Cc2ccccc2)CCS3)CC1	-7	-3	14%	0%	-8	-6%	4	2	-1%
CCOc1cc(C2NC(=O)CCC2[N+](=O)[O-])cc(Br)c1OCC (centres undefined)	-2	1	0.3%	-7%	-2	-5%	3	0	-29%
CC1=C(c2ccc(F)cc2)S(=O)(=O)NC1=NCc1ccccc1Cl	-3	-3	-1.9%	4%	-8	-5%	2	13	-3%
CCOc1ccc(CCNC(=O)C(CCC(N)=O)NC(=O)OCc2ccccc2)cc1OCC (centres undefined)	-5	-2	-0.2%	2%	13	6%	.	-1	0%
CC(C)Oc1ccc(C(CCN)C2CCCCC2)cc1 (centres undefined)	12	-15&1	0.4%	5%	-7	-10%	40	102*	-24%
COC(=O)c1ccccc1N=Nc1c(N)n[nH]c1N	9	2	-3.4%	0%	3	-4%	-7	3	-4%
N#Cc1c(NC(=O)c2ccccc2)sc2c1CCC2	-3	-5	1.4%	-5%	10	0%	2	9	-25%
Cc1cccc(N/C=C(\[N+](=O)[O-])S(=O)(=O)c2ccccc2)c1C	2	3	-0.9%	1%	9	-2%	15	2	-1%
S=C(Nc1cccnc1)N1CCCCC1	-2	-9	2.4%	-5%	6	-6%	-5	0	2%
Cc1cc(N2CCN(c3ccc(F)cc3)CC2)n2ncnc2n1	-6	-2	0.0%	1%	-11	-5%	0	1	-1%
O=C(c1ccccc1O)N1CCOCC1	2	1	0.2%	-8%	8	-3%	2	0	1%
O=C(C[n+]1cccc2ccccc21)c1ccc([N+](=O)[O-])cc1	2	-1	6.5%	?	3	0%	-1	0	-17%
COc1ccc(NC(=O)Nc2c(C)noc2-c2ccccc2)cc1	-2	-2	0.3%	1%	-7	0%	7	4	-5%
COC(=O)c1ccc(C(=O)OC)c(NC(=O)COC(=O)CC2CC3CCC2C3)c1 (centres undefined)	7	2	-1.0%	-5%	-3	-3%	5	10	0%
O=C(COC(=O)c1ccc(Br)cc1)Nc1cccnc1Cl	3	-3	1.4%	1%	-11	-3%	-6	1	-1%
COC(=O)C1(Cc2ccc3c(c2)CCC3)Cc2ccc3c(c2C1=O)CCC3 (centres undefined)	.	1	.	2%	.	-3%	.	.	-6%
NC(=O)c1ccccc1NC(=S)NC(=O)c1ccc(Br)o1	-1	-5	1.7%	7%	-3	5%	5	1	-18%
CCCN(CCC)CCCNC(=O)c1ccc(CS(=O)(=O)c2c(Cl)cccc2Cl)o1	14	-6	0.2%	-1%	0	-4%	20	2	-1%
CCOC(=O)C1CCC(CN(Cc2c(Cl)cccc2Cl)S(=O)(=O)c2ccc(F)cc2)CC1 (centres undefined)	-1	-2	0.0%	-8%	-12	-3%	-38*	9	8%
CCOC(=O)CSc1nc(C(C)(C)C)nc2ccccc12	-2	-1	0.5%	-24%	-3	-2%	2	0	-1%
CCc1c(C)sc(NC(=O)/C=C/C(=O)O)c1C(N)=O	8	-5	0.1%	-4%	-1	-3%	13	3	0%
Cc1ccc(-c2ccc(/C=N/NC(=O)CN3CCOCC3)o2)cc1[N+](=O)[O-]	-2	11	-0.1%	-16%	-5	3%	1	3	-25%
CC1=C(C)CC2C(C1)C(=O)c1ccc(Br)cc1S2(=O)=O (centres undefined)	6	-1	0.4%	-5%	-5	-2%	23	-2	-3%
NNC(=O)CCc1c[nH]c2ccccc12	-20	-1	-0.7%	1%	-1	-3%	2	1	3%
O=C(NNc1cccc(Cl)n1)C1CC1	1	-8	-0.8%	1%	5	-4%	8	0	1%
CC1CN(S(=O)(=O)c2cccc(C(=O)NCC3COc4ccccc4O3)c2)CC(C)O1 (centres undefined)	-5	0	2.0%	-3%	8	-3%	-6	2	11%
CCOC(=O)Cc1c(C)nc(-c2ccccc2)[nH]c1=O	-3	-4	1.5%	5%	10	-4%	5	6	0%
COc1cccc(C(=O)NCc2cccnc2)c1	0	2	1.6%	-7%	.	-3%	-9	0	-5%
CCCCCc1c(C)c(C#N)c2nc3ccccc3n2c1-n1ccnc1C	0	-4	2.8%	-9%	3	-4%	15	0	2%
Further compounds:
SMILES	D1 potentiator	LDHA inh	RXFP1 ag	Vif-APOBEC3F blk	D2 potentiator	GRP78 ERSR act	D1 antagonist	D1 ag	Vif-A3G inh
CCn1c(C)cc(/C=C2/SC(=O)N(CC(=O)N3CCCC3)C2=O)c1C	-8	7	1.6%	-24%	25	-2%	-11	-1	-1%
O=C(NCCN1C(=O)S/C(=C\c2cccs2)C1=O)[C@H](Cc1ccccc1)N1C(=O)c2ccccc2C1=O	-2	.	-9.7%	.	12	.	4	4	.
COc1ccc(C(=O)CSc2nnnn2C)c(OC)c1	15	-4	-0.4%	5%	7	1%	48	5	3%
C[C@H](NC(=O)C1CC(=O)N(c2ccc3c(c2)OCCO3)C1)C(=O)NCc1ccco1 (some centres undefined)	-3	-1	1.9%	-10%	9	-3%	17	3	-5%

Profiles, quoted from the list.
`Cn1cnnc1Sc1cc(N2CCN(S(=O)(=O)c3ccccc3)CC2)ccc1[N+](=O)[O-]` across the screens: D1 potentiator = -8; LDHA inh = 2; RXFP1 ag = 4.4%; Vif-APOBEC3F blk = 2%; D2 potentiator = -1; GRP78 ERSR act = -5%; D1 antagonist = 6; D1 ag = 6; Vif-A3G inh = -6%
`Cc1cccc(N/C=C(\[N+](=O)[O-])S(=O)(=O)c2ccccc2)c1C` across the screens: D1 potentiator = 2; LDHA inh = 3; RXFP1 ag = -0.9%; Vif-APOBEC3F blk = 1%; D2 potentiator = 9; GRP78 ERSR act = -2%; D1 antagonist = 15; D1 ag = 2; Vif-A3G inh = -1%

Source: PubChem

Some of the compounds tested, so the mix of outcomes need not match the whole.
